CHO-K1 Ca ag – M1 agonist counterscreen hit in parental CHO-K1 cells; Fluo-8 calcium fluorescence; scaled to maximal ATP response, vehicle zero; activation, % at 3 µM; actives 0.48% (n = 360,000); AID 602248; in the data active = activation above about 15%;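 also: untransfected CHO-K1 host cells lacking M1 receptor as counterscreen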
V1R ag counter – activates human V1a receptor in oxytocin agonist counter-screen | activation, % at 3 µM | CHO-V1R cells, Fluo-8 calcium fluorescence, agonist mode; 0% DMSO, 100% 3 nM vasopressin | actives 0.25% (n = 320,000) | P37288;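 active = activation above the mean activation of all tested compounds plus 3 SD, per screening run, cut at about 20% in these data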;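 also: signal is peak over basal fluorescence ratio across a 100 second FLIPR read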
Target sequence (P37288 whole entry, looked up): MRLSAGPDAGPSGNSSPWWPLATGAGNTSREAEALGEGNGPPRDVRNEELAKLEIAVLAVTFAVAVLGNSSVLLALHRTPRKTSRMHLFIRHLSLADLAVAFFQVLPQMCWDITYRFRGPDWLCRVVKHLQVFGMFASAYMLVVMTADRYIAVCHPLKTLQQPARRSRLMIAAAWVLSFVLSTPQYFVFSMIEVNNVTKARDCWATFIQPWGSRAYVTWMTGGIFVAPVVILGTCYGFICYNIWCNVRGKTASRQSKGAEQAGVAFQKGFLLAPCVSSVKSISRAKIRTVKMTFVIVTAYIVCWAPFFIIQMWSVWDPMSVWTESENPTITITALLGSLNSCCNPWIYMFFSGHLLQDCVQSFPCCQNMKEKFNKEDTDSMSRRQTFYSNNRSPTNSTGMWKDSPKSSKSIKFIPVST
TAAR1 antag – antagonists of human TAAR1; inhibition, % at 3 µM; CHO RD-HGA16 TAAR1, Fluo-8 calcium fluorescence, antagonist; actives 1.5% (n = 360,000); Q96RJ0; AID 624466;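 active = inhibition above a per-plate cutoff, the mean inhibition of test compounds on that plate plus 3 SD, cut at about 49% in these data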;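 also: 0% = DMSO plus EC80 beta-PEA response and 100% = DMSO alone without agonist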
Target sequence (Q96RJ0 whole entry, looked up): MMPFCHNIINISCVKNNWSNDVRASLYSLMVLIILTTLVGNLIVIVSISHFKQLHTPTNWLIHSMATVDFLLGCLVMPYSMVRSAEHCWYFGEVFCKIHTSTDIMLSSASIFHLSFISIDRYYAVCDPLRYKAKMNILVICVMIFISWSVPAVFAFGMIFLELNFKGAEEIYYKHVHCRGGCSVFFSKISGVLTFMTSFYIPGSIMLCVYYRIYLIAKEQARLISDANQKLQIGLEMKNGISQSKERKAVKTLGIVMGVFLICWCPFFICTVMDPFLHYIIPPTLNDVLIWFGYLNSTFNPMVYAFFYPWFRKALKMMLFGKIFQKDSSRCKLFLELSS
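Test system – hTAAR1-expressing CHO RD-HGA16 cells, Gα16-coupled · Reagent – β-PEA at EC80 concentration, post-compound challenge · Compound dosing – 3 µM, single point · Timing – 140 s kinetic read after compound, 140 s after agonist · Detection – Fluo-8 intracellular calcium dye fluorescence, real-time kinetic reads · Control set – DMSO and EC80 PEA controls · Repeats – n of 1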
OXTR potentiator – potentiators of human oxytocin receptor; P30559; CHO-OTR cells, Fluo-8 calcium fluorescence, potentiator mode; 0% = oxytocin EC15, 100% = EC100; activation, % at 3 µM; actives 0.061% (n = 320,000); AID 2445;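 active = activation above that plate's cutoff, the mean activation of tested compounds plus 3 SD, cut at about 6.6% in these data, passing the limit was not always enough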;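 also: 100% uses oxytocin at 75 nM as the full agonist control; some results filed as inactive read as strong as hits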
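Material: CHO-OTR cells, human receptor; compound dosing: single dose, 3.0 µM nominal final compound concentration; schedule: 6 min compound pre-incubation at room temperature, 100 s kinetic read; measured by: kinetic Fluo-8 calcium fluorescence; read-out basis: % activation vs EC15 and EC100 oxytocin; controls: EC15 oxytocin alone as 0%, 75 nM oxytocin as 100%; replicates: singlicate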
M1 PAM parental – counter-screen for M1 PAMs: effect in parental CHO-K1 cells | ATP EC20, Fluo-8 calcium fluorescence; 0% at ATP EC20, 100% at ATP max | AID 602247 | activation, % at 3 µM | actives 0.02% (n = 360,000);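 active = activation above the run cutoff, the mean activation of all test compounds plus 3 SD, cut at about 40% in these data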;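 also: peak over basal fluorescence ratio in a 140 s read after ATP addition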
CHO parental Ca – counter-screen: ATP calcium response change in parental CHO cells; AID 463079; parental CHO-K1, ATP-induced calcium, Fluo-8 fluorescence; inhibition, % at 5.6 µM; actives 0.63% (n = 330,000);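 active = inhibition above that plate's mean sample inhibition plus 3 SD, cut at about 26% in these data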;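 also: 0% = ATP-challenged DMSO wells and 100% = DMSO wells without ATP; some compounds past the cut are filed as inactive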
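Assay system – parental CHO cells · Reagent – ATP stimulus · Detection – intracellular calcium via Fluo-8 no-wash fluorescent dye · Evaluation – percent inhibition of ATP-evoked calcium rise, normalized to controls · Controls – ATP wells versus no-ATP DMSO wells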
CHO-K1 Ca antag – M1 antagonist counterscreen hit in parental CHO-K1 cells; ATP-induced calcium, Fluo-8 fluorescence; inhibition, % at 3 µM; actives 0.6% (n = 360,000);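 active = inhibition above a per-plate cutoff, the plate's mean sample inhibition plus 3 SD, cut at about 24% in these data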;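 also: 0% = DMSO plus EC80 ATP and 100% = DMSO alone without ATP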
OXTR ag – human OXTR agonism; P30559; CHO-OTR cells, Fluo-8 calcium fluorescence; normalized: DMSO 0%, oxytocin 100%; activation, % at 3 µM; actives 0.32% (n = 320,000); AID 2435;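 active = activation above the mean of all tested compounds plus 3 SD, cutoff set per screening run, cut at about 20% in these data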;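 also: peak over basal fluorescence ratio from a 100 s FLIPR kinetic read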
GPR7 antagonist – blocks human GPR7 receptor signaling | actives 1.1% (n = 290,000) | AID 1861 | GPR7-expressing cells, fluorescence antagonist assay | inhibition, % at 4.4 µM; in the data active = inhibition above about 16%, passing the limit was not always enough;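 also: cells stimulated with the agonist NPW; 0% = agonist with vehicle and 100% = vehicle without agonist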
Target sequence (P48145 whole entry, looked up): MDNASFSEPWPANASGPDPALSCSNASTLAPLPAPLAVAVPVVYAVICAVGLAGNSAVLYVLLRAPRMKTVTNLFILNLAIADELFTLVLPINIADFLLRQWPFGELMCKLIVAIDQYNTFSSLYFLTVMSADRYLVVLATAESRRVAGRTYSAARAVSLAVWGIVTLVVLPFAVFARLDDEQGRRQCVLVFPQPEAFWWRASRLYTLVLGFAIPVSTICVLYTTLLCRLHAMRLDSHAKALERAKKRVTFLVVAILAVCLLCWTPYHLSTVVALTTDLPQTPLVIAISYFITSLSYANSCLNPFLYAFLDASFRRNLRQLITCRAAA
* = called active by the depositor; nt = not tested or not shown.

SMILES	CHO-K1 Ca ag	V1R ag counter	TAAR1 antag	OXTR potentiator	M1 PAM parental	CHO parental Ca	CHO-K1 Ca antag	OXTR ag	GPR7 antagonist
CC(C)(C)OC(=O)N1CCC(NC(=O)c2nc[nH]c2C(=O)N2CCN(c3ccccc3)CC2)CC1	3.4	0.6	39	-2	14	-10	-9	0.3	nt
CC1(c2nnc(-c3ccc(F)cc3)o2)CC(c2c(Cl)cccc2Cl)=NO1 (stereo not drawn)	-0.1	-0.1	47	-10	-5	-26	-7	-1.8	nt
O=S(=O)(c1ccc(F)cc1)N1CCc2ccccc2C1	1.0	-0.6	-8	-5	-6	-6	0	-2.8	-18
COc1ccc(NC(=O)Nc2ccc(OCc3ccccc3)cc2)cn1	4.0	nt	28	nt	-2	nt	-5	nt	1
COc1ccccc1NC(=O)CSc1nc(=O)n(Cc2ccncc2)c2c1CCCC2	1.6	0.0	-27	-1	27	-42	-4	-1.9	nt
Cc1cccc(Oc2ccc(S(=O)(=O)N3CCCCC3)cc2NC(=O)C2=COCCO2)c1	-0.7	0.9	-6	-9	-14	9	-7	-0.8	nt
Cc1ccc(S(=O)(=O)N2CCOCC2)cc1NC(=O)c1ccc(F)cc1F	0.3	0.5	9	-2	13	-5	-18	-0.7	nt
CC(NC(=O)c1ccco1)C(=O)OCC(=O)N1CCCCCC1 (stereo not drawn)	-0.1	0.5	6	-4	11	5	-17	1.7	nt
CCOC(=O)C1=C(C)Nc2ncnn2C1c1cc(OC)ccc1OC (stereo not drawn)	0.1	0.7	1	-6	14	-14	-6	0.1	-14
Cc1ccc(S(=O)(=O)N/N=C\c2cc3c(cc2Br)OCO3)cc1	1.7	2.4	16	-6	14	-17	-6	0.0	7
O=C(O)c1ccc(-n2nncc2-c2ccccc2)cc1	0.5	0.1	-8	-7	-16	-9	-6	0.7	-11
CCc1cc(=O)oc2cc(C)cc(OC(C)C(=O)NC(Cc3c[nH]c4ccc(O)cc34)C(=O)O)c12 (stereo not drawn)	0.2	1.6	-27	4	-5	-7	0	0.1	-4
CCC(CC)=C(C#N)C(=O)NC1CCCCC1	2.5	0.4	-13	-8	18	-12	-6	-0.2	-1
CC1CCCCC12NC(=O)N(CC(=O)c1ccc[nH]1)C2=O (stereo not drawn)	0.2	0.3	-3	-15	19	-22	-6	-0.5	18
CC[C@@H]1Cc2[nH][nH]c(=O)c2[C@@H](c2ccc(Cl)cc2)O1	-0.2	nt	-10	nt	12	nt	-16	nt	nt
CCC1=Nc2cc(C(=O)NCC3CCCO3)ccc2Sc2ccc(Cl)cc21 (stereo not drawn)	3.2	-0.6	-2	-5	5	-23	-11	-1.6	0
CC(C)Oc1ccc(C(=O)NC(=S)Nc2ccc(CN3CCOCC3)cc2)cc1	0.9	1.4	-3	2	6	-8	7	0.3	-4
CCOC(=O)C1CCCN(C(=O)c2cccc(S(=O)(=O)N(C)c3c(C)n(C)n(-c4ccccc4)c3=O)c2)C1 (stereo not drawn)	-0.1	0.5	-18	1	-2	-12	-6	-0.2	-6
COc1ccc(CNC(=O)COC(=O)CCc2c[nH]c3ccccc23)cc1	-0.1	7.7	4	-20	7	-26	5	7.3	2
COc1ccc(N=C2SCC(=O)N2c2ccc(OC)cc2)cc1	-0.2	-0.6	-5	-2	4	3	20	-0.1	5
c1ccc2c(c1)nc1sccn12	0.3	0.4	-7	1	-7	-3	11	2.0	-4
COC(=O)c1c(O)cc(=O)n2c1CCCCC2	-0.3	-0.9	6	3	-11	-6	2	0.2	-5
COc1cccc(CC2(CO)CCCN(CC3=Cc4cc(OC)ccc4OC3)C2)c1 (stereo not drawn)	0.9	-0.5	-13	-10	10	-17	-11	-0.2	-15
C[C@@H]1CN(S(=O)(=O)C(C)(C)C)[C@H](CCO)/C1=C\c1ccccc1	0.9	nt	-1	nt	23	nt	-16	nt	nt
O=C(CN1C(=O)COc2ccccc21)N1CCCC1	-0.3	0.0	7	-1	-14	-7	1	0.0	10
Cc1ccc(S(=O)(=O)N2CCN(Cc3cc(C(C)C)ccc3O)CC2)cc1	-0.2	7.9	25	-13	14	-18	-9	-1.6	2
COc1ccc(CNC(=O)Cn2cc3c(n2)CCCCC3)cc1	0.5	2.7	-1	-6	21	-4	-8	-0.5	12
CCCN(CC(=O)Nc1cccc(S(N)(=O)=O)c1)CC(=O)Nc1ccc(F)c(F)c1F	0.1	-0.2	-2	-4	-8	-17	-2	0.1	14
O=C(CCN1CCCCC1)c1ccc2c(c1)OCCO2	1.7	0.9	-13	5	23	-11	-27	0.5	-17
O=[N+]([O-])c1ccc(N2CCCCC2)c(-c2nn[nH]n2)c1	0.4	-1.0	0	-10	-5	8	-6	-0.2	-9
Cc1cc(C(F)F)n2ncc(C(=O)NCc3ccccc3C(F)(F)F)c2n1	0.3	0.7	-14	-14	10	-22	-6	-0.7	-14
COc1ccc(/C=N/NC(=O)Cc2csc(Nc3cccc(C(F)(F)F)c3)n2)cc1C	-0.4	-1.5	-12	-32	-5	-29	17	-1.0	19
Cc1ccc(C(C)(C)C)c(OCCCn2ccnc2)c1	0.8	-1.5	-4	-8	-7	-17	-10	-1.6	-9
CCOC(=O)c1sc2nc(CC(=O)OC)nc(N(C)CCc3ccccn3)c2c1C	2.9	-1.2	3	5	4	-16	-7	-1.0	-6
S=C(NC1CCCCC1)NN1CCCCCC1	0.7	nt	-5	nt	27	nt	-11	nt	nt
O=C(N/C(=C\c1ccccc1)C(=O)N1CCOCC1)c1ccco1	0.7	1.9	1	-2	19	0	-15	0.6	0
C=CCC(NCc1ccccc1)c1ccc(C)o1 (stereo not drawn)	0.5	1.8	2	0	18	4	-7	0.7	-2
COCCN(C(=O)C1CC1)c1nnc(-c2ccc(C)cc2)s1	0.4	-0.2	-4	-21	5	-16	-12	-0.7	3
CCC(=O)c1ccc(OCC(=O)OCC(=O)NC2CCCCCC2)cc1	1.0	0.9	6	-8	4	1	-3	0.7	nt
CC(C(=O)NC1CCCCC1)N1CCN(C)CC1 (stereo not drawn)	0.3	-0.1	-22	-12	7	0	-10	0.0	-8
Cn1cnc(S(=O)(=O)NCc2ccc(Br)cc2)c1	0.3	0.5	-14	0	7	-2	-11	1.8	-12
Cn1c(SCCCC(=O)c2ccc(F)cc2)nnc1-c1ccncc1	1.5	1.1	-3	-11	-3	-8	-9	-0.2	9
O=C1CC(N(CCc2ccccc2)C(=S)Nc2ccccc2)C(=O)N1c1ccc(Br)cc1 (stereo not drawn)	0.6	0.6	-13	-7	8	-21	0	1.2	10
C[C@H]([C@@H](O)[C@@H](O)[C@@H](C)C(C)(C)C)[C@H]1CC[C@H]2C3CC[C@H]4C[C@H](OS(=O)(=O)O)[C@@H](OS(=O)(=O)O)C[C@]4(C)[C@H]3CC[C@]12C (stereo partly drawn)	6.7	nt	24	nt	46*	nt	-15	nt	nt
COC(=O)c1ccc(N=c2sc(C(=O)OC)cc(=O)n2C)cc1	0.2	nt	-17	nt	13	nt	-10	nt	-12
O=C(CCn1c(=O)oc2ccccc21)NCCC1=CCCCC1	0.3	-1.2	-21	-1	5	-6	-5	-1.0	-19
COc1ccc(S(=O)(=O)Nc2cc(C)ccc2OC)cc1C	0.4	-1.1	0	-15	2	-11	-6	-1.2	-4
CCOc1ccc(-c2nc3n(c(=O)c2C#N)CCS3)cc1	0.1	0.5	-5	-10	23	0	2	-0.9	-9
O=C(O)c1cc(N2C(=O)C3C4C=CC(C4)C3C2=O)ccc1N1CCOCC1 (stereo not drawn)	0.0	0.2	0	-9	0	-11	-16	-0.1	4
CCC(=O)Nc1c(S(=O)(=O)c2ccccc2)c2nc3ccccc3nc2n1Cc1ccccc1	0.1	3.2	-31	-3	22	-21	-6	-0.3	-3
COC(=O)[C@]12CCCCC=C1N(Cc1ccc(Cl)cc1Cl)C(=O)[C@H](CC(=O)N1CCOCC1)C2	2.6	nt	-6	nt	0	nt	-4	nt	nt
CCc1ccc(S(=O)(=O)/N=C2\C=C(Nc3ccc(C(=O)O)cc3)C(=O)c3ccccc32)cc1	0.6	0.6	25	-5	6	-16	5	1.2	-29
CCn1c(COc2ccccc2C)nnc1SCC(=O)CC(=O)Nc1ccccc1	1.6	1.8	48	-4	18	-14	-3	-0.3	-10
COc1ccc(-c2cc(C(=O)Nc3cccnc3Cl)no2)cc1	1.3	0.5	-15	2	3	6	-20	0.5	-6
O=C(CNC(=O)c1cccc(F)c1)OCC(=O)N1CCCc2ccccc21	1.1	2.1	-23	-9	-5	-15	4	1.8	-5
Cc1ccc(NC(=O)c2ccccc2SCC(=O)N2CCCC2)cc1S(=O)(=O)N(C)C	2.5	6.8	-22	1	8	-21	7	2.2	-4
Cc1cc(C)c(C(=O)CSc2nc(C)cc(C)c2C(N)=O)c(C)c1	1.5	0.4	7	-8	20	-9	11	-1.6	-14
COc1ccc(C(=O)Nc2c3c(nn2-c2ccc([N+](=O)[O-])cc2)CS(=O)(=O)C3)cc1	18*	3.5	-30	-1	1	-9	8	1.6	-5
CCn1c(SCC(=O)Nc2ccccc2Cl)nnc1C1CC1	0.1	1.5	4	-1	-7	-9	5	-0.5	-6
Cc1nn(CC(=O)Nc2ccc(C(=O)N3CCCC3)cc2)c(=O)c2ccccc12	-0.5	-0.1	-15	-9	-5	-4	6	-2.2	-3

(cont.)
SMILES	CHO-K1 Ca ag	V1R ag counter	TAAR1 antag	OXTR potentiator	M1 PAM parental	CHO parental Ca	CHO-K1 Ca antag	OXTR ag	GPR7 antagonist
CSc1cccc(CN2CCC(CO)(Cc3cccc(C(F)(F)F)c3)CC2)c1	3.2	2.7	2	-16	0	-12	0	9.2	-3
Cc1ccc(C(=O)N2CCN(S(=O)(=O)c3sc(C(=O)O)c(C)c3C(=O)O)CC2)s1	2.8	-0.5	-4	-1	3	8	-5	0.4	nt
COc1ccccc1N(C)S(=O)(=O)c1ccc(C(=O)O)cc1	1.1	0.8	-11	-13	11	1	-19	0.2	-6
CC(=O)Nc1ccc(NC(=O)CS(=O)(=O)c2cn(CC(=O)N3CCCCC3)c3ccccc23)cc1	1.2	-0.1	-35	-12	-1	-4	-7	-0.7	0
N#C/C(=C\c1ccc(N2CCCCC2)c([N+](=O)[O-])c1)c1nn(-c2ccccc2)c(N)c1C#N	-0.2	1.1	2	-5	14	-4	-5	-0.8	-6
Cc1cc2nc(Cl)c(Cl)nc2cc1C	-0.5	0.8	-14	-6	-17	-3	9	0.3	7
CN(C)C(CNC(=O)c1cccc(S(=O)(=O)Nc2ccccc2Cl)c1)c1ccco1 (stereo not drawn)	4.2	2.2	-10	-7	5	0	-6	1.7	nt

Screening results deposited in PubChem BioAssay by The Scripps Research Institute Molecular Screening Center.
